# Screening data as filed in PubChem BioAssay.
# MEKK3 PB1 HTS: modulators of MEKK3-MEK5 PB1 binding, primary screen, biochemical, wildtype MEKK3, multiplex bead flow cytometry, Alexa488-MEK5. Mitogen-activated protein kinase kinase kinase 3 (Homo sapiens), Q99759. bead-based flow cytometry, Alexa488-MEK5 binding to MEKK3; actives lie on both sides; 0 = blocked by unlabeled MEK5, 100 = vehicle. binding response (% of control), % at 10 µM. 290,000 compounds, 1.4% hits. AID 1529, 2009;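 active = binding response more than 3 SD above or below the average of its plate-row segment, actives on both sides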;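 also: Alexa488 bead fluorescence after subtracting the streptavidin-only scavenger bead signal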
# Target sequence (Q99759 whole entry, looked up): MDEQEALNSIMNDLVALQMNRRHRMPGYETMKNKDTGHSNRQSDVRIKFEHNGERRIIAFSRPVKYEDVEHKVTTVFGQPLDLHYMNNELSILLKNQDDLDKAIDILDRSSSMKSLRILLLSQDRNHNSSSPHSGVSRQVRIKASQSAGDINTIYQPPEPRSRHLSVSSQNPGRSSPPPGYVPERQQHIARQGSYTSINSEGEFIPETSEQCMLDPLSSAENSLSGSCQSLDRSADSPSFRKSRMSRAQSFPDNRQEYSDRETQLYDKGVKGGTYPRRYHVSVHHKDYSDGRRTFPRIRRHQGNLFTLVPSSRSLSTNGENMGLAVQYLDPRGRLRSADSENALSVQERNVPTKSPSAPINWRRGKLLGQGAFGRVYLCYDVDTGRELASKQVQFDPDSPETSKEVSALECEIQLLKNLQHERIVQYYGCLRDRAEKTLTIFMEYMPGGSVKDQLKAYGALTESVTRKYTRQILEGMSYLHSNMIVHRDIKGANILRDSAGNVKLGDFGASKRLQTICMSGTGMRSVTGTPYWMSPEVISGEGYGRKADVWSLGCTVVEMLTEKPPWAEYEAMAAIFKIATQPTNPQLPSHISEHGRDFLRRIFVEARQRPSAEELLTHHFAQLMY
# HCV NS3 hel inh: inhibitors of HCV NS3 helicase, primary screen, biochemical, Cy5 molecular beacon fluorescence. Hepatitis C virus NS3 helicase. NS3 helicase DNA unwinding. inhibition, % at 10.9 µM. 290,000 compounds, 0.56% hits. AID 1800, 2009;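 active = inhibition above the mean of all tested compounds plus 3 SD, set per campaign, cut at about 35% in these data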;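 also: 0% = DMSO wells and 100% = thioflavine S control wells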
#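 System: NS3 helicase fragment of HCV / Schedule: 1 h at 25 °C / Control set: DMSO alone as 0% and 110 µM thioflavine S as 100% / Reagent: Cy5/quencher beacon DNA duplex and ATP to start / Technique: Cy5 fluorescence / Replication: singlicate / Evaluation: % inhibition of end-to-start signal ratio versus controls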
# UBC9 SUMO inh: inhibitors of in vitro SUMOylation cascade, primary screen, biochemical, HTRF, uHTS; AID 2006, 2009; SUMO-conjugating enzyme UBC9 (Homo sapiens), P63279; inhibition, % at 35 µM; HTRF SUMOylation assay, SAE1/SAE2 + UBC9; 290,000 compounds, 0.36% hits; in the data active = inhibition above about 50%, passing the limit was not always enough; also: strong numbers were not always called active
# Target sequence (P63279 whole entry, looked up): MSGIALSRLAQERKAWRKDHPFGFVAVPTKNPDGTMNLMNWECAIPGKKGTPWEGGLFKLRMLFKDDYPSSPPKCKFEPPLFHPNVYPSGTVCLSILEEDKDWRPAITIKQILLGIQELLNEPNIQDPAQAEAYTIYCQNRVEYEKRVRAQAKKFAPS
# MEKK2 WT-MEK5: modulators of MEK5 binding to wildtype MEKK2, primary screen, biochemical, multiplex bead flow cytometry, Alexa488-MEK5; Mitogen-activated protein kinase kinase kinase 2 (Homo sapiens), Q9Y2U5; Alexa488-MEK5 binding to MEKK2 WT; actives lie on both sides; binding response (% of control), % at 10 µM; 290,000 compounds, 1.1% hits; AID 1531, 2009; in the data active = binding response below about 67% or above about 130%
# MEKK2mut PB1 HTS: MEK5 binding signal on mutant MEKK2 PB1, primary screen, biochemical, multiplex bead flow cytometry, Alexa488-MEK5; Alexa488-MEK5 binding to MEKK2 mutant; percent response, % at 10 µM; 290,000 compounds, 0.35% hits; AID 1530, 2009; in the data active = percent response above about 24%, passing the limit was not always enough; also: inactives centre near 1; some results filed as inactive read as strong as hits
# CRFR2-BP antag: antagonists of CRF-BP/CRF-R2 complex, primary screen, cell-based, HEK293, calcium dye fluorescence, uHTS. 350,000 compounds, 0.59% hits. inhibition, % at 11.8 µM. CRF-induced calcium fluorescence;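 active = inhibition of the ligand-induced calcium signal above about 50% at the single tested concentration, limit read from the data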
# GalR3 antagonist: GalR3 antagonists in HEK293 cells, primary screen, cell-based, fluorescence readout. HEK293 GalR3-CNG cAMP membrane potential fluorescence; galR3 body fused to GalR1 C-terminus. inhibition, % at 3 µM. 360,000 compounds, 0.44% hits. AID 651719, 2012;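 active = inhibition above the screen-wide average plus 3 SD, cut at about 13% in these data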;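 also: forskolin and galanin both at EC90 stimulate the cells; cAMP rise reported by CNG channel membrane potential dye signal; 0% = forskolin plus galanin with DMSO and 100% = forskolin alone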
# DNA FID counter: compounds displacing fluorescent DNA intercalator, primary screen, artefact control for HCV NS3 helicase inhibitor project, biochemical, FID fluorescence. DNA fluorescent intercalator displacement. inhibition, % at 7.9 µM. 290,000 compounds, 0.17% hits. AID 1845, 2009; in the data active = inhibition above about 37%;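 also: 0% = vehicle and 100% = reference compound; higher means more ethidium bromide displaced from hairpin DNA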
# CRFR2-BP ag: agonists of CRF-BP/CRF-R2 complex, primary screen, cell-based, HEK293, calcium dye fluorescence, uHTS | CRF-binding protein / CRF receptor 2 complex (human) | activation, % at 13.2 µM | 350,000 compounds, 0.46% hits | calcium dye fluorescence (FLIPR); percent of saturating CRF peptide response;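 active = activation of at least 50%, plus an integration ratio under a set limit after plate pattern correction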;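 also: plate controls were neutral control wells without compound for no effect and CRF at EC100 for full effect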
# Starred values were filed as active, the others as inactive; . = not tested or not shown. These rows are one share of the data; the hit share may differ from the screen's.
SMILES,MEKK3 PB1 HTS,HCV NS3 hel inh,UBC9 SUMO inh,MEKK2 WT-MEK5,MEKK2mut PB1 HTS,CRFR2-BP antag,GalR3 antagonist,DNA FID counter,CRFR2-BP ag
Cc1cc(C)nc(N(C#N)CC(=O)c2ccccc2)n1,108,5,1,106,6,13,-1,-5,-4.9
COC(=O)NNC(=O)COc1ccc2ccccc2c1Br,98,18,24,102,-2,-30,-3,-12,1.1
COCCn1c(N)c(C(=O)NS(=O)(=O)c2ccc(C)cc2)c(=O)[nH]c1=O,102,3,-6,95,-6,5,-2,-15,-0.4
CCN(CC)S(=O)(=O)c1cccc(-c2nnc(SCC(N)=O)n2C)c1,101,-8,13,99,0,-13,-3,-2,-1.5
COc1ccc(NC(=O)CN2CCN(c3ccc(F)cc3)CC2)cc1Cl,101,-2,4,103,6,6,-3,-7,0.3
O=C(CCn1nc(-c2ccc(Cl)cc2)ccc1=O)N1CCN(c2ccccn2)CC1,.,-4,-9,.,.,20,-1,-37,-4.2
COC(=O)c1c(N2C(=O)[C@H]3[C@@H](C2=O)[C@]2(C(=O)Nc4ccccc42)N2CCC[C@@H]32)sc(C)c1C,99,1,-19,98,1,.,.,-7,.
COCC(=O)N(Cc1cc2ccccc2[nH]c1=O)c1ccc(OC)cc1,101,10,18,101,3,-3,0,-11,-3.1
O=C(NCCCOc1cccc(CN2CCCCC2)c1)c1ccc(Cl)c(Cl)c1,104,-36,-6,107,3,-28,-4,15,0.4
CC1CCN(S(=O)(=O)c2ccc(NC(=O)CN3CCOCC3)cc2)CC1,105,4,-7,107,6,11,-6,-12,2.8
CCc1ccc(NC(=S)N(CCOC)C2CCN(C(C)=O)CC2)cc1,95,4,18,96,-9,-4,-9,-10,-3.5
CC(=O)N(CCN1CCOCC1)Cc1cc2cc3c(cc2nc1Cl)OCO3,102,-2,14,97,-1,6,-2,-4,-0.7
COc1ccccc1NC(=O)c1ccc(CN(c2cc(Cl)ccc2C)S(=O)(=O)c2ccccc2)cc1,100,5,16,93,10,-10,-4,-4,8.5
CCOC(=O)N1CCN(C(=O)c2ccc(C)c(S(=O)(=O)N3CCCCC3)c2)CC1,100,10,0,95,-6,4,-3,-42,-0.7
O=C(Nc1ccc(Cl)cc1)Nc1ccc(N2CCOCC2)cc1,100,1,34,99,2,-3,-8,-2,0.1
CCOC(CNC(=O)C(=O)Nc1cc2c3c(c1)CCN3C(=O)CC2)OCC,98,36,10,101,2,-7,-6,-31,2.1
CCCSc1ccc(-c2nn(-c3ccccc3)cc2/C=C(/C#N)C(=O)N2CCOCC2)cc1,92,-8,17,93,-3,-51,-3,-13,12
O=C(/C=C/c1ccc([N+](=O)[O-])cc1)NCc1ccccn1,98,-4,-4,99,-3,-6,-5,3,-5.3
NS(=O)(=O)c1ccc(NC(=S)NC(=O)c2ccc3c(c2)OCO3)cc1,90,-3,-6,87,-14,-14,-2,2,0.5
Cn1c2ccccc2c2ncn(CCC3=CCCCC3)c(=O)c21,102,1,-2,98,-2,-40,-3,-18,-1.5
CC1(C)CC2(CCO1)CNC(=O)O2 (stereo not drawn),99,-4,12,97,1,0,-5,-1,-1.9
CNC(=O)c1c(NC(=O)c2cccc(N3C(=O)CCC3=O)c2)sc2c1CCC2,98,10,6,97,-2,-12,-2,3,-2.3
O=C(Nc1ccccc1NC(=O)C1CCCO1)c1ccco1 (stereo not drawn),103,8,20,102,4,4,-3,-2,0.1
CCCCn1c(C(C)NC(=O)c2cccs2)nc2ccccc21 (stereo not drawn),96,4,3,102,1,11,-5,-9,-2.3
C[n+]1cc(C(=O)N2CCCCC2)ccc1/C=C/c1c[nH]c2ccccc12,98,3,10,98,-20,-77,-2,10,79*
COc1cccc(NS(=O)(=O)c2ccc3c(c2)CCN3C(C)=O)c1,102,-4,4,101,6,-15,-13,-12,1.6
C[N+]1(C)CCCC(OC(=O)C(O)(c2ccccc2)c2ccccc2)C1 (stereo not drawn),99,.,.,106,3,-4,.,.,0.0
O=C(Nc1cccc(-n2cccn2)c1)C1CCCN(Cc2ccccc2F)C1 (stereo not drawn),98,-6,-6,103,-3,-12,-3,10,0.5
O=C(O)CC1S/C(=N/N=C/c2ccccn2)NC1=O (stereo not drawn),102,-9,-10,100,1,2,0,-8,1.3
Cc1cc(-c2ccc(C)c(S(=O)(=O)N3CCN(c4ccc([N+](=O)[O-])cc4)CC3)c2)on1,95,14,3,93,2,-7,-3,0,4.5
O=C(Nc1cccc(F)c1)c1ccccc1,98,8,-13,97,-1,-22,-2,1,2.0
CCOC(=O)c1cccc(S(=O)(=O)N2CCOCC2)c1,71,-8,2,68,-26,1,1,1,-3.3
Cc1c(C(=O)N2CCCCC2)c(S(=O)(=O)NCc2ccc(F)cc2)c(C)n1C,100,-5,4,104,0,5,-3,-28,-0.7
COc1ccc(-n2c(=S)[nH]c3cc(C(=O)N4CCN(c5ccccc5)CC4)ccc3c2=O)cc1,103,0,20,104,2,-10,-9,-40,0.5
CC12CCC(C(=O)NCc3ccccc3Cl)(CC1=O)C2(C)C (stereo not drawn),107,2,24,107,0,16,-1,-7,2.6
Nc1cc(N)nc(SCc2ccccc2)n1,104,-1,-5,103,0,5,-2,0,-1.2
Cc1ccc(CSc2nnc(-c3ccco3)n2N)cc1,94,-1,4,93,-3,-30,-5,-4,5.6
Cc1cccc(OCCCCn2c(CO)nc3ccccc32)c1,105,-6,2,107,7,-7,-8,-13,0.1
Fc1ccc(NC(=S)N2CCOCC2)cc1Cl,79,-3,12,80,-20,10,-4,2,2.4
Cc1ccc(C)c(OCc2nc3ccccc3[nH]2)c1,100,12,10,99,-5,-7,-1,-2,-0.5

# Part of the list above, as labelled records.
> CCOC(=O)c1cccc(S(=O)(=O)N2CCOCC2)c1
  MEKK3 PB1 HTS = 71
  HCV NS3 hel inh = -8
  UBC9 SUMO inh = 2
  MEKK2 WT-MEK5 = 68
  MEKK2mut PB1 HTS = -26
  CRFR2-BP antag = 1
  GalR3 antagonist = 1
  DNA FID counter = 1
  CRFR2-BP ag = -3.3
> C[n+]1cc(C(=O)N2CCCCC2)ccc1/C=C/c1c[nH]c2ccccc12
  MEKK3 PB1 HTS = 98
  HCV NS3 hel inh = 3
  UBC9 SUMO inh = 10
  MEKK2 WT-MEK5 = 98
  MEKK2mut PB1 HTS = -20
  CRFR2-BP antag = -77
  GalR3 antagonist = -2
  DNA FID counter = 10
  CRFR2-BP ag = 79*
> C[N+]1(C)CCCC(OC(=O)C(O)(c2ccccc2)c2ccccc2)C1 (stereo not drawn)
  MEKK3 PB1 HTS = 99
  HCV NS3 hel inh = .
  UBC9 SUMO inh = .
  MEKK2 WT-MEK5 = 106
  MEKK2mut PB1 HTS = 3
  CRFR2-BP antag = -4
  GalR3 antagonist = .
  DNA FID counter = .
  CRFR2-BP ag = 0.0

# Remaining list, next part.
SMILES,MEKK3 PB1 HTS,HCV NS3 hel inh,UBC9 SUMO inh,MEKK2 WT-MEK5,MEKK2mut PB1 HTS,CRFR2-BP antag,GalR3 antagonist,DNA FID counter,CRFR2-BP ag
COCCn1c(Cc2cccn2C)nnc1SCC(=O)NCc1ccc2c(c1)OCO2,106,9,-6,106,8,11,-5,-44,0.2
CCOc1ccccc1OCCn1nnc2ccccc21,104,20,0,108,1,-6,0,-18,-1.1
O=C(O)/C=C/C(=O)Nc1ccc(OC(F)F)cc1,107,-7,11,109,3,1,-8,2,0.0
O=C(c1nc2ccccn2c1CNCCCn1nnc2ccccc21)N1CCOCC1,101,-5,10,99,-3,-10,2,2,1.1
COc1ccc(CNc2cc(NCCCO)c([N+](=O)[O-])c3nonc23)cc1,104,10,96*,102,4,-9,-7,13,-1.0
Cc1nnc(SCC(=O)Nc2sccc2C#N)n1Cc1ccccc1,109,10,-3,108,14,-12,-3,-13,0.1
CC1=C(C(=O)OC(C)C)C(c2cccs2)n2ncnc2N1 (stereo not drawn),111,-2,-12,112,11,-76,.,-6,0.9
CCOC(=O)c1ccc(-n2c(CCC(=O)O)ccc2-c2ccc(F)cc2)cc1,103,-9,10,101,3,-4,-8,-28,0.0
CCNc1nc(SCCOc2ccc(C)cc2)nc(N(C)C)n1,103,0,24,114,3,14,-4,2,-0.8
COc1cccc(C(=O)NCCn2ccc3ccccc32)c1,99,1,-10,103,7,9,.,0,-9.8
Clc1ccc(-[n+]2c(-c3cccc(Br)c3)[nH]c3nc4ccccc4nc32)cc1,96,1,14,87,-5,-16,-1,-2,1.5
Cc1ccc(C(=O)NCCNC(=O)c2ccco2)cn1,102,3,-2,97,-2,1,-8,-5,-0.2
O=C(NCCCNC(=O)c1ccc(Cl)cc1Cl)c1ccco1,98,31,-7,100,1,10,-8,-9,-1.4
CC1CCN(C(=O)C(C)Sc2nc(-c3ccccc3)cc(C(F)(F)F)n2)CC1 (stereo not drawn),100,-10,-12,96,-2,3,-5,-26,2.4
Cc1ccc(Cn2c(C3CCCN3c3nc(-c4ccc(F)cc4)cs3)nc3cc(C(F)(F)F)ccc32)cc1 (stereo not drawn),100,.,.,102,2,9,2,.,-0.7
Cc1ccc(NC(=O)N2CCC(C(=O)Nc3ccc(C)cc3C)CC2)cc1,88,1,-10,97,0,-5,-4,-3,-1.3

# Random excerpt: seven compounds from above, in no set order.
SMILES,MEKK3 PB1 HTS,HCV NS3 hel inh,UBC9 SUMO inh,MEKK2 WT-MEK5,MEKK2mut PB1 HTS,CRFR2-BP antag,GalR3 antagonist,DNA FID counter,CRFR2-BP ag
Clc1ccc(-[n+]2c(-c3cccc(Br)c3)[nH]c3nc4ccccc4nc32)cc1,96,1,14,87,-5,-16,-1,-2,1.5
Cc1ccc(C(=O)NCCNC(=O)c2ccco2)cn1,102,3,-2,97,-2,1,-8,-5,-0.2
O=C(O)/C=C/C(=O)Nc1ccc(OC(F)F)cc1,107,-7,11,109,3,1,-8,2,0.0
COCCn1c(Cc2cccn2C)nnc1SCC(=O)NCc1ccc2c(c1)OCO2,106,9,-6,106,8,11,-5,-44,0.2
COc1cccc(C(=O)NCCn2ccc3ccccc32)c1,99,1,-10,103,7,9,.,0,-9.8
CCOC(=O)c1ccc(-n2c(CCC(=O)O)ccc2-c2ccc(F)cc2)cc1,103,-9,10,101,3,-4,-8,-28,0.0
CCNc1nc(SCCOc2ccc(C)cc2)nc(N(C)C)n1,103,0,24,114,3,14,-4,2,-0.8
